# Compound activity as filed in PubChem BioAssay.
# ANO1 activ – activators or potentiators of mouse TMEM16A chloride channel; HEK293 TMEM16A/YFP-H148Q/I152L, iodide quench fluorescence; hits give low values; B-score at 10 µM; 340,000 tested, 0.3% active;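 active means fluorescence-ratio B-score plate-corrected deviation score at least 3 library SD below zero, with starting fluorescence score within 5 deviations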;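 further: channel opened by trigger with iodide after compound preincubation; score built on the fluorescence ratio of max minus min over baseline; more negative score means more quench and so TMEM16A activation or potentiation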
# RGS4 pot – RGS4 potentiation or activation; HEK293 M3R/inducible RGS4, carbachol calcium flux Fluo4; hits give low values; B-score at 10 µM; 310,000 tested, 0.92% active;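 active means B-score of the integrated calcium signal more than 4 SD below the library mean, with starting fluorescence not abnormally high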;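 further: negative B-score means reduced calcium response which marks RGS4 activation or potentiation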
#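 Material: M3R-expressing HEK293 line, RGS4 induced by doxycycline | Schedule: Overnight RGS4 induction, 30 min dye load 37 °C, 20 min compound RT | Measured by: Fluo4 fluorescence kinetic imaging of calcium | Read-out: Integrated calcium ratio converted to B score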
# SKKanGAS inh – SKKanGAS growth inhibition; S. pyogenes SKKanGAS, kanamycin growth, BacTiter-Glo, 6 h; inhibition, % at 7.5 µM; 300,000 tested, 1.3% active;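 active means mean replicate score, as percent of positive control median, at least 50; inconclusive means mean below 50 but one replicate at or above 50; inactive means mean and every replicate below 50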;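 further: strain carries kanamycin resistance gene driven by streptokinase promoter and grows in 40 µg/ml kanamycin; loss of luminescence reflects streptokinase promoter inhibition or plain growth inhibition; 0% = median of DMSO wells and 100% = positive control at its reference dose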
# hERG rescue – shields human hERG channel from block by proarrhythmic agents; Q12809; CHO-hERG, FluxOR thallium flux, dofetilide IC70 present; activation (rescue from dofetilide block), less the hit threshold, % at 10 µM; 310,000 tested, 0.51% active; AID 1511;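 active means activation above the mean of controls blocked by dofetilide plus 5 SD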;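 further: thallium influx through hERG after potassium depolarization seen as dye fluorescence rise; in these data hits start at about 4.7%; inactives centre near -7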
# KCNK9 block – inhibitors of human KCNK9 two-pore domain potassium channel; AID 488922; 310,000 tested, 1.2% active; HEK293 KCNK9, FluxOR thallium flux fluorescence; hits give low values; B-score at 10 µM;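 active means ratio B-score over 3 SD below the library mean, with starting fluorescence within 5 SD of its mean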;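 further: negative B-score means less thallium flux so channel inhibition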
# Target sequence (Q9NPC2 whole entry, looked up, the tested form may be a part): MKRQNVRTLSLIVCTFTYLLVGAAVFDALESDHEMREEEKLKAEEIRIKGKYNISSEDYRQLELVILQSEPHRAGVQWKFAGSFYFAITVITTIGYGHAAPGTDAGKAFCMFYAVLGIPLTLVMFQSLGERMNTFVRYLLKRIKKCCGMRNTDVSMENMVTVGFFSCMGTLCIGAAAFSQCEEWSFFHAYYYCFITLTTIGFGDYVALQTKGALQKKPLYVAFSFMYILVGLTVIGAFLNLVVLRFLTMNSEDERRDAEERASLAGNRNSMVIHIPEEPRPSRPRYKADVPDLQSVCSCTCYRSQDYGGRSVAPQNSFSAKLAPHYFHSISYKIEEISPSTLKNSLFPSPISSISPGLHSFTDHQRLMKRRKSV
# RGS4 inh – human RGS4 inhibition | P49798 | 310,000 tested, 0.45% active | AID 463165 | HEK293 M3R/RGS4 inducible, Fluo-4 calcium flux; hits give high values; triggered by carbachol at its EC20 | B-score at 10 µM;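 active means B-score, a plate-corrected calcium signal, over three deviations above library mean, with baseline fluorescence within five deviations of library mean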;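 further: RGS4 expression induced by doxycycline in cells with stable M3 receptor; B-score is computed from the integrated fluorescence ratio over baseline after carbachol; higher B-score means a larger calcium signal and so more RGS4 inhibition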
# Target sequence (P49798 whole entry, looked up): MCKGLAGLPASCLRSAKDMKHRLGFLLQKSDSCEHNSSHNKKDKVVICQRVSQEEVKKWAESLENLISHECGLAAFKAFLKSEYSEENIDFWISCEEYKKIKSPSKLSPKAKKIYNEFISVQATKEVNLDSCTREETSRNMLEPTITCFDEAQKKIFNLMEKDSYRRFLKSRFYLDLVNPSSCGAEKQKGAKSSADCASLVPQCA
# KCNQ1 act – potentiates or activates the human KCNQ1 potassium channel; 310,000 tested, 0.35% active; P51787; B-score at 10 µM; CHO-K1 KCNQ1, thallium flux FluxOR fluorescence; hits give high values; AID 2648;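 active means fluorescence ratio B-score, a plate-corrected score, at least three library SD, with initial intensity B-score within 5 SD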
#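 Test system: CHO-K1 cells stably expressing KCNQ1 / Medium: assay buffer / Also added: depolarizing K+/Tl+ stimulus, K2SO4 and Tl2SO4 each 12.5 mM in 5x stock / Incubation: 90 min dye loading and 20 min compound exposure, both at room temperature / Signal: thallium influx via FluxOR fluorescence, kinetic imaging / Evaluation: B score of baseline-normalized fluorescence ratio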
# ANO1 block – blocks the mouse calcium-activated chloride channel TMEM16A. Q8BHY3. HEK293 TMEM16A/YFP iodide influx fluorescence, ionomycin. normalized B-score (activity score, 25-100; higher = stronger inhibition) at 10 µM. 310,000 tested, 1.2% active;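 active means ratio plate-corrected score three or more library SD toward inhibition, starting fluorescence score within five deviations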;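 further: score derived from kinetic fluorescence span divided by baseline fluorescence per well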
# HDAC3 inhib – human HDAC3 inhibition. recombinant HDAC3, fluorogenic peptide/trypsin coupled, fluorescence. O15379. inhibition, % at 8.3 µM. 320,000 tested, 0.15% active; in the data active means inhibition above about 26%, passing the limit was not always enough; inconclusive means no clear call, values can overlap the other calls
# KCNQ1 block – inhibitors of human KCNQ1 potassium channel; AID 2642; B-score at 10 µM; P51787; 310,000 tested, 1.3% active; CHO-K1 KCNQ1, FluxOR thallium flux fluorescence; hits give high values;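 active means compounds whose thallium flux B-score, printed positive for inhibition, exceeds three library SD while starting fluorescence stays within three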;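 further: channel opened by potassium depolarization with thallium stimulus after 20 min compound exposure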
# KCNK3 block – human KCNK3 channel inhibition, primary screen | O14649 | CHO-KCNK3 thallium flux, FluxOR fluorescence; hits give low values | B-score at 10 µM | 340,000 tested, 0.84% active | AID 602410;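 active means B-score under library mean minus 4 SD, starting fluorescence ratio at most library mean plus 5 SD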;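 further: more negative B-score means stronger inhibition of thallium flux through KCNK3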
# Target sequence (O14649 whole entry, looked up): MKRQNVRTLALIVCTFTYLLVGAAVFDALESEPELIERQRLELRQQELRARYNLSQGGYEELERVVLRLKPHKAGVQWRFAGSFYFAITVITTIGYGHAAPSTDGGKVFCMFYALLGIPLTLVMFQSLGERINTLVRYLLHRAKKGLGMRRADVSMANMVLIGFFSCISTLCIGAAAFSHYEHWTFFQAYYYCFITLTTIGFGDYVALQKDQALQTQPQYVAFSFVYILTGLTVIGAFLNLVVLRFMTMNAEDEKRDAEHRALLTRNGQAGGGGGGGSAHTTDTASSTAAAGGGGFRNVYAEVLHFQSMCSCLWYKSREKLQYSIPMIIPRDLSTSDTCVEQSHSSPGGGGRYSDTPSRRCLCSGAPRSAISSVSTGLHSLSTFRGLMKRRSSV
# An asterisk follows results filed as active; i = inactive; u = inconclusive; x = no result given.
SMILES,ANO1 activ,RGS4 pot,SKKanGAS inh,hERG rescue,KCNK9 block,RGS4 inh,KCNQ1 act,ANO1 block,HDAC3 inhib,KCNQ1 block,KCNK3 block
COCCCN1C(=O)C(=O)/C(=C(/O)c2ccc(OCC(C)C)cc2C)C1c1cccnc1 (stereo not given),i,i,-15,-7,i,i,i,i,2,i,i
Cc1onc(-c2ccccc2)c1C(=O)NCC1CCCO1 (stereo not given),i,i,1,-7,i,i,i,i,-2,i,i
COc1ccc(-c2noc(CCC(=O)NCCCN3CCC(C)CC3)n2)cc1,i,i,7,-5,i,i,i,i,3,i,i
COC(=O)C1CCN(Cc2cn(-c3ccccc3)nc2-c2ccc3c(c2)OCO3)CC1,i,i,-14,-9,i,i,i,i,-6,i,i
COc1ccccc1Nc1ncnc2nc[nH]c12,i,i,-7,-4,i,i,i,i,-6,i,i
COC(=O)c1ccc(COc2ccc(C(C)(C)C)cc2)o1,i,i,3,-1,i,i,i,i,11,i,i
Cc1ccc2[nH]c3c(c2c1)CCCC3C(N)=O (stereo not given),i,i,-3,-7,i,i,i,i,0,i,i
CCC(CC)COC(=O)C1=C(C)NC(=O)NC1c1ccc2c(c1)OCO2 (stereo not given),i,i,0,-17,i,i,i,i,-1,i,i
CCN(Cc1ccccc1)S(=O)(=O)c1ccc(C(=O)N(CCCN(C)C)c2nc3cc4c(cc3s2)OCO4)cc1,i,-7.5*,7,-30,i,i,i,i,21,6*,i
Cc1coc2cc3oc(=O)cc(C)c3cc12,i,i,-14,-9,i,i,i,i,-1,i,i
COc1ccc(-c2nnn(CCc3nn[nH]n3)n2)cc1,i,i,0,-3,i,i,i,i,4,i,i
CC1CCC(N2CCN(S(C)(=O)=O)CC2)CC1 (stereo not given),x,i,-1,-12,i,i,i,i,-3,i,i
CC(C)CNC(=O)c1cccc(NC(=O)CCc2ccccc2)c1,i,i,0,-5,i,i,i,i,2,i,i
Cc1c(C(=O)O)[nH]c2c1C(=O)CC(c1ccc(Cl)cc1)C2 (stereo not given),i,i,11,-10,i,i,i,i,-3,i,i
CN(CC(=O)Nc1ccc(F)c(Cl)c1)S(=O)(=O)c1cccc2nsnc12,i,i,-3,0,i,i,i,i,13,i,i
Cc1ccccc1OCCC(=O)Nc1ccc(F)c(Cl)c1,i,i,2,-7,i,i,i,i,2,i,i
O=S(=O)(Nc1nccs1)c1ccc2c(c1)OCCO2,i,i,0,-8,i,i,i,i,-4,i,i
CCn1c(O)c(N=NC(=O)Cc2csc(N3CCOCC3)n2)c2ccccc21,i,i,-1,-12,i,i,i,i,1,i,i
Cc1ccc(NC2=CC(=O)CCC2)cc1C,i,i,-12,-4,i,i,i,i,8,i,i
Cc1oc2ccc(OC(C(=O)O)c3ccccc3)cc2c1C(=O)O (stereo not given),i,i,-2,-5,i,i,i,i,1,i,i
COc1ccc2c(c1)CCc1c(C(=O)N(C)c3ccccc3)noc1-2,i,i,-14,-8,i,i,i,i,-7,i,i
CCCCOC(=O)CCc1c(C)n[nH]c1C,i,i,5,0,i,i,i,i,4,i,i
Cc1nnc(C)n1/N=C/c1ccc(C(C)C)cc1,i,i,1,-5,i,i,i,i,0,i,i
COc1ccc(CCNC(=O)c2ccc(CS(=O)(=O)c3ccc(Br)cc3)o2)cc1OC,i,i,-7,-7,i,i,i,i,0,i,i
COc1ccccc1NC(=O)CC1C(=O)Nc2c1c(=O)n(C)c(=O)n2C (stereo not given),i,i,0,-5,i,i,i,i,-3,i,i
CCOC(=O)c1ccccc1NC(=O)c1cc2ccccc2o1,i,i,-7,4,i,i,i,i,3,i,i
CCOc1ccc(S(=O)(=O)NCCC(=O)N2CCN(Cc3ccccc3)CC2)cc1,i,i,-6,-7,i,i,i,i,2,i,i
Cc1ccc(C2(C)NC(=O)N(CC(=O)c3ccc(Cl)s3)C2=O)cc1 (stereo not given),i,i,0,-4,i,i,i,i,-1,i,i
O=C(COc1ccc(OCc2ccccc2)cc1)NC1CCOC1=O (stereo not given),i,i,-10,-4,i,i,i,i,-1,i,i
COc1ccc(C2N3CC4(C)CN2CC(C)(C3)C4O)cc1 (stereo not given),i,i,-1,-10,i,i,i,i,x,i,i
O=C(NCc1ccccc1)c1noc2c1CCCCC2,i,i,-8,-10,i,i,i,i,-2,i,i
Cc1cc(C)c(OCC(=O)OCC(=O)NCc2cccs2)c(C)c1,i,i,-1,0,i,i,i,i,1,i,i
Cc1c(C(=O)NCCN2CCOCC2)sc2nc(-c3ccc(F)cc3)cn12,i,i,-9,-3,i,i,i,i,0,i,i
CC(C)(C)c1ccc(Cn2c(=N)n(CC(O)c3ccco3)c3ccccc32)cc1 (stereo not given),i,i,9,-32,-11*,i,i,i,13,9*,-12*
Cc1noc(NS(=O)(=O)c2ccc(N/C=C/C(=O)c3ccc(F)cc3)cc2)c1C,i,i,-3,-5,i,i,i,i,-1,i,i
N#CC1CCN(C(=O)c2ccc3c(Cl)c4c(nc3c2)CCCC4)CC1,i,i,-4,-12,i,i,i,i,1,i,i
Cc1ccc(NC(=O)CS(=O)CC(=O)N(c2ccccc2)C(C)C(=O)NC2CCCC2)cc1 (stereo not given),i,i,2,-5,i,i,i,i,-4,i,i
COc1ccc(-c2nc(C#N)c(N3CCCCCC3)o2)cc1OC,i,i,-1,-9,i,i,i,i,-27,i,i
O=S(=O)(c1ccc(Cl)c(NC(=S)N/N=C/c2c(F)cccc2F)c1)N1CCOCC1,i,i,-6,-2,i,i,i,i,0,i,i
Cc1cc(OCC(=O)NCc2ccncc2)ccc1Cl,i,i,-19,-6,i,i,i,i,-2,i,i
CCCn1cnc2c(cnn2-c2ccc(F)cc2)c1=O,i,i,-3,-4,i,i,i,i,0,i,i
COCCCN1CC23C=CC(O2)C(C(=O)O)C3C1=O (stereo not given),i,i,-4,-14,i,i,i,i,3,i,i
CC1CN(c2nc(-c3ccc(Br)cc3)nnc2-c2ccccc2)CC(C)N1 (stereo not given),i,i,-3,-23,i,i,i,i,-1,i,i
O=C(O)c1ccc(N2C(=O)/C(=C\c3ccccc3)N=C2c2ccccc2)cc1,i,i,-11,-14,i,i,i,i,6,i,i
NNC(=O)c1cncc(Br)c1,i,i,-1,-5,i,i,i,i,2,i,i
CC(=O)OC1C2CCC1C([N+]1(C)CCCCC1)CC2 (stereo not given),i,i,6,-13,i,i,i,i,-1,i,i
Cc1ccccc1C(=O)Nc1ccc(O)c2c(=O)cc(-c3ccccc3Cl)oc12,i,i,18,-3,i,i,i,i,3,i,i
COc1ccc(S(=O)(=O)Cc2ccc(C(=O)NC3CCCCC3)o2)cc1,i,i,0,-8,i,i,i,i,-5,i,i
CCOc1ccccc1C(=O)N(C)CC(=O)Nc1ccc(OC)cc1,i,i,2,-7,i,i,i,i,-2,i,i
c1ccn2c(c1)nc1c2nc2ccccn21,i,i,2,-9,i,i,i,i,-201,i,i
# Remaining list, next part:
SMILES,ANO1 activ,RGS4 pot,SKKanGAS inh,hERG rescue,KCNK9 block,RGS4 inh,KCNQ1 act,ANO1 block,HDAC3 inhib,KCNQ1 block,KCNK3 block
COc1ccc(NS(=O)(=O)c2cc(NC(=O)c3ccc(C)s3)ccc2N2CCOCC2)cc1,i,i,8,-9,i,i,i,i,u,i,i
CCCc1[nH]nc2c1C(c1ccccc1OC)C(C#N)=C(N)O2 (stereo not given),i,i,1,-14,i,i,i,i,3,i,i
CCOC(=O)c1c(CC(C)C)csc1NC(=O)CCl,i,i,-4,0,i,i,i,i,6,i,i
Cc1cccc(C(=O)N2N=C(c3ccc(NS(C)(=O)=O)cc3)CC2c2cccs2)c1 (stereo not given),i,i,13,-12,i,i,i,i,-1,i,i
COCCNC(=O)C1CCC(CNS(=O)(=O)c2c(C)cc(C)cc2C)CC1 (stereo not given),i,i,0,0,i,i,i,i,-2,i,i
Cc1nc2nc[nH]n2c(=O)c1NS(C)(=O)=O,i,i,10,-6,i,i,i,i,1,i,i
O=C(Nc1cccnc1)c1ccc(-c2ccccc2)cc1,i,i,-9,-11,i,i,i,i,1,i,i
O=C1OCC2=C1C(c1ccccc1)CC(=O)N2c1cccc(F)c1 (stereo not given),i,i,0,-11,i,i,i,i,8,i,i
CCC(=O)N1CCN(c2ccc(Cl)cc2NC(=O)c2cccc([N+](=O)[O-])c2)CC1,i,i,6,2,i,i,i,i,9,i,i
CC(C)n1c(NCc2cccs2)nc2ccccc21,i,i,-2,-6,i,i,i,i,-5,i,i
COc1ccc(/C=N/NC(=O)c2ccc(O)cc2)cc1CN1CCCc2ccccc21,i,i,25,-10,-7.9*,i,i,i,1,i,i
COc1ccc(F)c(-c2nc(CN3CCC(c4ccccc4)CC3)c(C)o2)c1,i,i,9,-10,i,i,i,i,2,i,i
Cc1cc(C(=O)N2CCCC(N3CCN(c4cccc(Cl)c4)CC3)C2)nc(C)n1 (stereo not given),i,i,2,-13,i,i,i,i,-1,i,i
O=C1c2ccccc2C(Nc2ccccc2)N1c1cccnc1 (stereo not given),i,i,-7,-7,i,i,i,i,-6,i,i
COc1ccc(Br)c(C(=O)Nn2c(C)nc3ccccc3c2=O)c1,i,i,5,-12,i,i,i,i,-6,i,i
O=C(Nc1nc(-c2cccs2)cs1)c1cccc(S(=O)(=O)N2CCCCCC2)c1,i,i,24,-10,i,i,i,i,-1,i,i
COc1ccc(N2CCN(C(=O)c3ccc4nc(N5CCCCC5)sc4c3)CC2)cc1,i,i,3,-8,i,i,i,i,4,i,i
O=C(NC12CC3CC(CC(C3)C1)C2)c1cncc(Br)c1,i,i,1,-5,i,i,i,i,-5,i,i
COc1ccc(N2CCN(c3nc4ccccn4c(=O)c3C=O)CC2)cc1,i,i,3,-7,i,i,i,i,5,i,i

# Quoted from the listing.
# HDAC3 inhib with O=S(=O)(c1ccc(Cl)c(NC(=S)N/N=C/c2c(F)cccc2F)c1)N1CCOCC1 = 0
# SKKanGAS inh with COc1ccc2c(c1)CCc1c(C(=O)N(C)c3ccccc3)noc1-2 = -14
